# Assay outcomes as filed in PubChem.
# BoNT A protease: BoNT/A light chain protease inhibitors, primary screen, biochemical, flow cytometry, MLPCN library | Botulinum neurotoxin type A light chain protease (Clostridium botulinum A str. ATCC 3502) | multiplex microsphere protease substrate cleavage | inhibition, % at 10 µM | actives 0.17% (n = 360,000) | AID 588499, 2011; note: plate controls were buffer without enzyme for full effect and enzyme alone for no effect
# SARS 3CLpro inh: SARS-CoV 3CLpro protease inhibitors, primary screen, biochemical, quenched FRET; Replicase polyprotein 1ab (Severe acute respiratory syndrome coronavirus), P0C6X7; recombinant SARS-CoV 3CLpro, quenched FRET peptide cleavage; inhibition, % at 6 µM; actives 0.14% (n = 290,000); in the data active = inhibition above about 12%
# PfHsp40 yeast: rescue of yeast from PfHsp40 toxicity, primary screen, S. cerevisiae, ATP luminescence; S. cerevisiae expressing PfHsp40, growth rescue; growth rescue, % at 12.5 µM; actives 0.68% (n = 340,000); in the data active = growth rescue above about 28%, passing the limit was not always enough; inconclusive = no clear call, values can overlap the other calls;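 note: yeast W303a lacking pdr1 and pdr3 grown in galactose medium; growth measured after three days at 30 °C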
# PrPC TRFRET: inhibitors of human cell surface prion protein PrPC, primary screen, cell-based, TR-FRET | TR-FRET read-out | inhibition, % at 13.8 µM | actives 0.43% (n = 370,000) | Major prion protein (Homo sapiens), P04156 | AID 720596, 2013; in the data active = inhibition above about 24%; note: 0% = median of the test wells and 100% = reference compound wells
# Anthrax LF inh2: Bacillus anthracis LF protease inhibitors, primary screen, biochemical, multiplex microsphere, MLPCN library; actives 0.12% (n = 360,000); multiplex microsphere protease cleavage assay; Lethal factor (Bacillus anthracis), P15917; inhibition, % at 10 µM; note: plate controls were buffer without enzyme for full effect and enzyme alone for no effect
# Y pestis TopoI: Yersinia pestis topoisomerase I inhibitors, primary screen, biochemical, cleavage product accumulation, plate reader, single point. actives 0.064% (n = 360,000). activity, % at 10 µM. AID 504884, 2011. DNA topoisomerase I (Yersinia pestis CO92). Y. pestis Topo-I cleavage product accumulation; in the data active = activity above about 50%, passing the limit was not always enough; inconclusive = no clear call, values can overlap the other calls; note: inactives centre near 2
# BH1578 lux ind: inducers of Vibrio cholerae quorum light production without autoinducers, primary screen, BH1578 luxS cqsA deficient, single point; V. cholerae BH1578 lux reporter, luminescence, 6 h; activation, % at 18.7 µM; actives 0.16% (n = 350,000); AID 588436, 2011; in the data active = activation mostly above about 9.7%, no sharp cut-off; inconclusive = no clear call, values can overlap the other calls; inactive = mostly below about 3.7%; note: not every result past the cut was called active; inactives centre near 0; reference of the scale not given here
# PriA SSB inh: inhibitors of Klebsiella pneumoniae PriA binding to SSB C-terminal tail, primary screen, biochemical, AlphaScreen. AlphaScreen SSBct-PriA binding, biotinylated peptide. inhibition, % at 33 µM. actives 0.6% (n = 430,000). PriA–SSB C-terminal tail interaction (Klebsiella pneumoniae); in the data active = inhibition mostly above about 37%, no sharp cut-off; inactive = mostly below about 20%;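 note: plate controls were negative control peptide for no effect and reference peptide for full effect; strong numbers were not always called active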
# TcdB inh: TcdB glycohydrolase inhibitors, primary screen, biochemical, single point, plate reader. Toxin B (Clostridioides difficile), P18177. TcdB glycohydrolase enzymatic assay. inhibition, % at 9.99 µM. actives 0.24% (n = 350,000). AID 652162, 2013; in the data active = inhibition above about 10%
# Target sequence (P18177 whole entry, looked up): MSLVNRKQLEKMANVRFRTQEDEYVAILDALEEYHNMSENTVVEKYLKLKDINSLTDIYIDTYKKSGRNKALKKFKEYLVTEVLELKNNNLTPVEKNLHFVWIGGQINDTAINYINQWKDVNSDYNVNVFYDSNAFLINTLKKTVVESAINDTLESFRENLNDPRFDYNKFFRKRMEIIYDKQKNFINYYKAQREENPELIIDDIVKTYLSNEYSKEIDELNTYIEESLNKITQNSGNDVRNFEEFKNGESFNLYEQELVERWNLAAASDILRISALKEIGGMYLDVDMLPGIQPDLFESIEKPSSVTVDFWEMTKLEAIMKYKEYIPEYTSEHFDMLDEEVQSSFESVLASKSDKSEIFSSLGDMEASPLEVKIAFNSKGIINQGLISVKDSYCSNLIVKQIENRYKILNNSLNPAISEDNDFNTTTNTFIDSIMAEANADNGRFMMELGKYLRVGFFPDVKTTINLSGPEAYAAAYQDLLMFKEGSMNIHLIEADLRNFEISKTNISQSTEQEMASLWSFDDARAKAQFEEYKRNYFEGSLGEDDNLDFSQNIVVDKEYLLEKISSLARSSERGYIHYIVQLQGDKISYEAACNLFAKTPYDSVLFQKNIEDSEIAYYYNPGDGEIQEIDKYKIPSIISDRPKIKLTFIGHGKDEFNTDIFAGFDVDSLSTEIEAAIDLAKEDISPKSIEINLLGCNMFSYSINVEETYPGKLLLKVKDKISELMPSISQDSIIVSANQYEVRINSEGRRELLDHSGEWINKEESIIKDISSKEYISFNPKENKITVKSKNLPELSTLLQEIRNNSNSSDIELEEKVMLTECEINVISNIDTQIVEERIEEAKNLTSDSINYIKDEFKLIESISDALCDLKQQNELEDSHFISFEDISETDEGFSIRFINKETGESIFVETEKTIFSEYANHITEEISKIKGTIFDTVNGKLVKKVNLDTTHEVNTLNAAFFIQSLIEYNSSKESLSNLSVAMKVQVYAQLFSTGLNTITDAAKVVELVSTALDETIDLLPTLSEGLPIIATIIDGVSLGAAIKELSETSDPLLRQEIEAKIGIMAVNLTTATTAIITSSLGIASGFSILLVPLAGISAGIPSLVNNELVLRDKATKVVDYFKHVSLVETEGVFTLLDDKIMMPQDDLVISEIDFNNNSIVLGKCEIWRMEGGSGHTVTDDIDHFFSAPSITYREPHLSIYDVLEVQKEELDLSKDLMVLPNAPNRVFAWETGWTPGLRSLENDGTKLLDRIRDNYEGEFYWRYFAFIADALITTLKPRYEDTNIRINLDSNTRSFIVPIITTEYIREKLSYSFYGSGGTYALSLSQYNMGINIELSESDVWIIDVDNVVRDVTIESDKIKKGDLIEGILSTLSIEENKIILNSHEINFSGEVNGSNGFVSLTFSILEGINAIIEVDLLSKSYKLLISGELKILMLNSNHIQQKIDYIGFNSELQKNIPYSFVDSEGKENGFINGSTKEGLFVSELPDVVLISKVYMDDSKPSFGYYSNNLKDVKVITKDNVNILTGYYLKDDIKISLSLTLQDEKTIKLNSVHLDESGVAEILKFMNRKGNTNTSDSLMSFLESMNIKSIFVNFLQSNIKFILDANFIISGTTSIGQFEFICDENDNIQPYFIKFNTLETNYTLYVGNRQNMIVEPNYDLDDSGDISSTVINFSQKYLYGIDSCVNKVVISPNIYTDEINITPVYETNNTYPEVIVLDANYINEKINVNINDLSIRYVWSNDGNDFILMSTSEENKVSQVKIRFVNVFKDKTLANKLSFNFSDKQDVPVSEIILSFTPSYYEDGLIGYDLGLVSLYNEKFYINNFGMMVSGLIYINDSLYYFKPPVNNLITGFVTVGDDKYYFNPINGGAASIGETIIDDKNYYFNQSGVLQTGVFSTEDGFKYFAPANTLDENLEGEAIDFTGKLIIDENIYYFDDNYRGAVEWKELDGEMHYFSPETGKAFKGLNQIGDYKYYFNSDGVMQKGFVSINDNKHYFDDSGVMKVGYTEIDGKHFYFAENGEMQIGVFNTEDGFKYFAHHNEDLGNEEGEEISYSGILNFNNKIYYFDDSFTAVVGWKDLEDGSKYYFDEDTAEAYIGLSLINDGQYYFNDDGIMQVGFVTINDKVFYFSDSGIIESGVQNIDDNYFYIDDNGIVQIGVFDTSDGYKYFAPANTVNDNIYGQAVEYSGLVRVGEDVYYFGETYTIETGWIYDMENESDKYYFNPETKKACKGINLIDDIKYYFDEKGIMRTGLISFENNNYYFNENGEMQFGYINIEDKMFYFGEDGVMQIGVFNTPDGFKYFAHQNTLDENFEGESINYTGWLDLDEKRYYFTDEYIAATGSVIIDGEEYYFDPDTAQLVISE
# Numbers without * were called inactive; i = inactive; ? = inconclusive; · = no result given. Cut-off read from the data, not from the text of the source, unless noted: active = inhibition above about 30%; inconclusive = no clear call, values can overlap the other calls; inactive = below that. These rows are one share of the data; count on the stated rates, not on these rows.
SMILES,BoNT A protease,SARS 3CLpro inh,PfHsp40 yeast,PrPC TRFRET,Anthrax LF inh2,Y pestis TopoI,BH1578 lux ind,PriA SSB inh,TcdB inh
CN1CCN(c2ccc(Cl)cc2NC(=O)c2ccc([N+](=O)[O-])cc2)CC1,0.1,-1,-0.5,-7,-6,5,i,-3,1.2
Cc1noc(NC(=O)c2cccc(C(F)(F)F)c2)c1Cl,-0.9,3,1.8,-5,3,1,0.2,3,1.6
Cc1nc(=O)c(-c2ccccc2)c(C)n1-c1ccc(S(N)(=O)=O)cc1,-0.3,-4,-0.3,0,-2,1,-0.6,1,·
C[C@@H]1COc2cc(N3CCC[C@@H]3CO)ccc2S(=O)(=O)N1,0.6,·,·,6,-4,·,·,·,1.1
CCCCc1ccc(NC(=S)N2CCCC2)cc1,-1.9,2,-1.3,7,-1,0,-0.2,-16,1.6
O=C(O)c1c(C(=O)O)c(-c2ccc(Cl)c(Cl)c2)n2c1CSC2,-5.5,6,8.1,3,8,4,i,-4,-1.0
COc1cc(NC(=O)CCCNC(=O)Cn2cnc3sc4c(c3c2=O)CCCC4)cc(OC)c1OC,2.5,9,0.8,3,-2,-1,-0.2,-12,0.3
CN(C)CCNC(=O)c1onc(CSc2ccncc2)c1C(=O)NCCN(C)C,-0.4,·,-1.4,-2,7,4,i,-6,2.7
CCC1(c2ccc(F)cc2)NC(=O)N(CC(=O)Nc2cccnc2Cl)C1=O (stereo unspecified),-0.4,·,-0.7,2,3,0,-4.2,4,0.0
CCNC(=O)NC(=O)C(C)N1C(=O)NC(c2ccccc2)(c2ccccc2)C1=O (stereo unspecified),-1.7,2,-0.4,1,-7,2,i,11,2.0
CC(C)c1cccc(C(C)C)c1OCCCCCN1CCOCC1,-0.5,·,·,11,-4,16,-1.1,-8,1.5
Cc1ccccc1NC(=O)CN1C(=O)S/C(=C\c2cccn2-c2cccc(C(=O)O)c2)C1=O,0.9,-4,1.0,-10,0,-4,i,-1,·

# Molecules above containing a halogen:
SMILES,BoNT A protease,SARS 3CLpro inh,PfHsp40 yeast,PrPC TRFRET,Anthrax LF inh2,Y pestis TopoI,BH1578 lux ind,PriA SSB inh,TcdB inh
CN1CCN(c2ccc(Cl)cc2NC(=O)c2ccc([N+](=O)[O-])cc2)CC1,0.1,-1,-0.5,-7,-6,5,i,-3,1.2
Cc1noc(NC(=O)c2cccc(C(F)(F)F)c2)c1Cl,-0.9,3,1.8,-5,3,1,0.2,3,1.6
O=C(O)c1c(C(=O)O)c(-c2ccc(Cl)c(Cl)c2)n2c1CSC2,-5.5,6,8.1,3,8,4,i,-4,-1.0
CCC1(c2ccc(F)cc2)NC(=O)N(CC(=O)Nc2cccnc2Cl)C1=O (stereo unspecified),-0.4,·,-0.7,2,3,0,-4.2,4,0.0

# The results go on:
SMILES,BoNT A protease,SARS 3CLpro inh,PfHsp40 yeast,PrPC TRFRET,Anthrax LF inh2,Y pestis TopoI,BH1578 lux ind,PriA SSB inh,TcdB inh
Cc1ccc(Nc2nc(NCC3CCCO3)nc(N)c2[N+](=O)[O-])cc1C (stereo unspecified),0.3,5,-0.8,-3,2,-7,-0.6,-10,4.1
O=C(Nc1ccc(OC(F)(F)F)cc1)c1cc(S(=O)(=O)N2CCCCC2)ccc1N1CCOCC1,-0.7,·,·,12,-4,7,-0.3,·,0.0
O=C(N/C(=C/c1ccc(Cl)cc1)C(=O)N1CCCCC1)c1ccco1,-2.6,4,1.3,-1,-3,9,-0.5,-4,-0.3
Cn1cnnc1SCC(=O)Nc1ccc2nc(SCc3ccccc3)sc2c1,0.6,3,1.4,7,1,31,1.1,15,·
CC(=O)Nc1ccc(S(=O)(=O)N(C)CC(=O)OCC(=O)Nc2cccnc2Cl)cc1,0.1,5,-1.6,5,-2,-5,-3.7,-4,·
Cc1ccc(C(=O)NCCNS(=O)(=O)c2ccccc2)cn1,0.5,-2,1.0,4,0,1,0.8,-3,-0.1
CCC(C)Sc1ccc(-c2nc3ccc(C)cn3c2NCc2ccccc2)cc1OC (stereo unspecified),-1.0,·,22,·,-12,3,i,29,·
CCOC(=O)c1c(-c2ccccc2)oc2ccc(OCC(=O)NNC(=O)CCCC(=O)O)cc12,-0.6,1,-1.0,-7,6,12,-13,-10,0.1
CN(C)c1ccnc(Oc2ccccc2)c1C#N,0.7,2,-0.8,-1,1,1,-0.2,-2,·
COC(=O)c1[nH]c(=O)c2ccccc2c1O,0.6,0,0.0,·,-3,-2,15,-2,·
Cc1ccc(S(=O)(=O)N(C)c2cc(S(=O)(=O)N3CCC(C)CC3)c(C)cc2C)cc1,0.0,4,1.9,1,-2,-3,i,-8,·
Cc1ccc(C(=O)N(NC2=NS(=O)(=O)c3ccccc32)S(=O)(=O)c2ccc(C)cc2)cc1,-0.2,4,-0.8,-4,0,1,-2.2,-1,·
CCOC(=O)c1c(NC(=O)CN2C(=O)NC3(CCCCC3)C2=O)sc(C)c1-c1ccc(C)cc1,0.2,6,0.6,5,-2,-4,i,-10,·
O=C(CCNC(=O)N1CC(=O)Nc2ccccc21)Nc1cccc(Cl)c1,-0.2,-1,-0.5,1,-2,2,i,-6,1.1
O=C(/C=C/c1ccc(Cl)cc1Cl)Nc1cccc(S(=O)(=O)NC2=NCCCCC2)c1,-2.2,0,0.9,-8,0,-5,-3.3,-7,0.3
COc1ccc(C(=O)NC(=S)N(Cc2ccccc2)Cc2ccccc2)cc1,0.0,-2,0.1,7,-6,30,i,0,·
COc1ccc(-n2nc3c(c2NC(=O)c2ccco2)CS(=O)(=O)C3)cc1,-0.8,1,-0.5,-3,-1,2,-0.4,-2,1.4
CC(C)CC(NC(=O)CCCNC(=O)CCC(=O)OC1O[C@H]2OC3(C)CC[C@H]4[C@H](C)CCC(C1C)C24OO3)C(=O)O (stereo partly specified),1.7,0,196*,28*,9,-5,i,-7,1.4
Cc1cc(C(=O)OCCO)c(C#N)c(N)n1,0.2,4,-2.0,3,0,3,i,-15,·
CN(C)C(=S)SSC(=S)N(C)C,18,4,-6.9,4,-1,1,i,-3,-5.8
COCCNc1nc2c(c(=O)n(Cc3cccc(Br)c3)c(=O)n2C)n1C,-3.4,-4,0.2,5,-1,5,i,-6,1.4
Cn1c(=O)c2c(nc(SCc3ccccc3)n2Cc2ccc(Cl)cc2)n(C)c1=O,-0.1,1,0.4,0,-6,-12,·,-18,·
CC1CCCN(Cc2cnc(Cl)s2)C1 (stereo unspecified),0.4,-1,1.0,2,1,1,7.1,-18,·
COc1ccccc1N(C)S(=O)(=O)c1ccc(C(=O)Nc2nc(C)cs2)cc1,-0.4,1,1.6,-4,2,1,i,9,0.3
CCn1c(-c2cc(-c3ccc(C)cc3)nc3ccccc23)n[nH]c1=S,-0.2,4,39*,7,-3,10,-0.3,12,1.5
O=[N+]([O-])c1ccc(NC(=S)NCCc2ccc(F)cc2)cc1,0.3,0,?,9,-2,-13,i,9,-0.6
CC(C)c1nc(NCC2CCCO2)c(C#N)c2c1COC(C)(C)C2 (stereo unspecified),0.0,4,-1.2,2,1,15,2.3,-27,·
C=CCNC(=O)c1onc(CSc2ccccc2F)c1C(=O)O,-0.1,0,-1.3,-9,-6,9,-0.4,-18,0.5
COc1cc2c(cc1OC)CN(C(=O)Cn1ccccc1=O)CC2,-0.7,-6,4.0,·,-6,-1,-0.6,-4,·
C(=N\Nc1nncc2ccccc12)/c1ccccn1,-1.4,-7,413*,-7,-5,9,-0.1,·,-0.7
CCCC(=O)N1CCCC(C(=O)c2cccc(OC(C)C)c2)C1 (stereo unspecified),-0.5,-6,-1.3,5,-7,22,i,-13,0.4
COc1ccc(C(=O)CSc2[nH]c(=O)cc(C(F)(F)F)c2C#N)cc1,-0.3,-1,3.5,-17,1,8,-2.1,-19,-0.1
CC1SCC(=O)N(CC(=O)Nc2ccc3c(c2)OCO3)C1=O (stereo unspecified),-0.6,2,-0.4,0,1,-4,i,5,0.7
COc1ccc(OCCN2CCN(C(=O)c3ccc(OC)c(OC)c3)CC2)cc1,-3.0,-6,0.4,-7,-16,10,-4.0,-13,0.0
O=C(c1[nH]c(C(F)(F)F)nc1-c1ccccc1)N1CCN(c2ccccc2)CC1,0.2,·,·,9,8,·,·,·,0.6
COc1cc(OC)cc(C(=O)NCC(=O)OCC(=O)NC(C)(C)C)c1,0.7,0,-1.4,-4,-1,-1,-0.3,-7,1.4
O=c1nc(N2CCCC2)nc(N2CCCC2)[nH]1,-6.2,-3,0.2,3,6,4,0.3,-3,-0.4
O=C(Nc1ccccc1C(=O)O)c1ccc(NC(=O)C2CCCCC2)cc1,1.5,5,0.5,7,0,-6,i,-2,-3.1
Cc1cc(C)c(S(=O)(=O)Nn2cnnc2)c(C)c1,-0.7,2,0.1,-5,0,4,2.0,-6,0.7
CC(C)N(C(=O)[C@H]1C[C@H](CC(=O)NCCCn2ccnc2)C(=O)N2CCc3c([nH]c4ccc(Cl)cc34)[C@]12C)C(C)C,-0.7,·,-1.0,-5,-4,24,i,10,2.0
CCOC(=O)C(C)N1c2cccc3cccc(c23)S1(=O)=O (stereo unspecified),0.1,·,·,1,-1,-5,i,·,-1.2
COc1ccc(-c2nnc(SCC(=O)Nc3cc(C)on3)n2C)cc1OC,-0.5,-2,-0.9,-4,-2,0,-0.4,-3,3.1
FC(F)(F)c1nnc(-c2ccccc2)nc1Oc1ccc(Cl)cc1Cl,0.2,2,0.1,8,-1,7,i,-18,·
CCOC(=O)C1CCCN(C(=O)Cn2nc(C)n3nc(-c4ccccc4)cc3c2=O)C1 (stereo unspecified),1.9,-3,1.6,5,0,1,-0.3,-3,1.4
O=C(CSc1ccsc1[N+](=O)[O-])N1CCN(c2ccc(Cl)cc2)CC1,0.2,-2,-0.7,-2,0,2,-0.4,6,·
Cc1ccc(C(=O)c2cc3ccccc3o2)cc1C,0.3,1,-0.2,6,-1,-4,1.4,-22,·
N#CC1(NC(=O)COc2ccccc2[N+](=O)[O-])CCCCC1,-2.4,·,0.1,-7,-5,6,i,0,0.7
COc1ccc(C2c3[nH]c4ccccc4c3C[C@H]3C(=O)N(c4ccccc4C(=O)N4CCC(C(=O)O)CC4)C(=O)N23)cc1 (stereo partly specified),0.4,5,1.4,8,-2,13,-0.3,-7,1.1
CCOC(=O)c1snc(-c2ccc(F)cc2)c1N,0.1,3,-0.7,0,-4,-7,-0.3,-21,·
CC(=O)Oc1ccc(Cn2cnc3cc4ccccc4cc32)cc1,-0.8,-3,3.2,-4,-8,-5,-0.4,-5,·
O=C(/C=C/c1ccc(F)cc1)NC(=S)N1CCOCC1,-0.5,0,-1.2,-3,-3,2,1.3,0,0.2
CC1CCN(C(=O)c2ccccc2NC(=O)Cc2ccccc2)CC1,-1.8,0,-1.5,-4,2,-1,i,0,1.9
N#CCSc1ccccc1NC(=O)CN1C(=O)C2CC=CCC2C1=O (stereo unspecified),·,·,0.8,-1,·,4,i,-3,-0.2
O=C(CSc1nnc(SCc2ccc(Cl)cc2)s1)N/N=C/c1c(Cl)cccc1Cl,-0.3,-3,-1.5,5,-2,15,i,·,·
COc1cc2c(cc1NC(=O)Nc1ccc(F)cc1)oc1ccccc12,-0.7,7,-1.0,-9,-2,-12,2.4,3,·
